Assay outcomes: PubChem BioAssay, National Center for Advancing Translational Sciences (NCATS)
Mm-Cpn inhibitor: Inhibitors of TCP-1 ring complex (TRiC) of Methanococcus maripaludis (MmCpn): qHTS. Potency, µM (titrated, usually from 76.9 µM), without a hit: at the highest dose activity, negative = inhibition, most hits filed as inhibitors. purified Mm-Cpn ATPase, ADP Transcreener TR-FRET. hit rate 0.031% among 330,000. AID 504842, 2011. Chaperonin Mm-Cpn (Methanococcus maripaludis); active means well fitted inhibition curve with a large enough effect; inconclusive means small, poorly fitted or top-dose-only effect; further: nearly all actives have a fitted effect of over 80% in size
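Eu-cryptate anti-ADP/ADP-d2 competition gives a ratio inversely related to ADP. Enzyme at 25 nM was pre-exposed to compound for 10 min, then given 10 uM ATP for 30 min, 37°C throughout.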
Starred values were filed as active, the others as inactive; ? = inconclusive; [ ] = dose if it differs, or a comment. On the % scale 0 is the no-effect control and ±100 the full control effect; potency means the concentration at half of the fitted maximal effect.

smiles	Mm-Cpn inhibitor
CN1CCN(c2nc(-c3ccc(Cl)c(Cl)c3)nc3ccccc23)CC1	-1%
O=C1c2ccccc2C(=O)N1CCCC[C@]12Cc3ccccc3C(O1)c1c(c3ccccc3oc1=O)O2	-10%[15.4 µM]
Cc1ccc(-n2c(N)c(C(=O)Nc3c(C)n(C)n(-c4ccccc4)c3=O)c3nc4ccccc4nc32)cc1C	-2%
Cn1nccc1C(=O)N1CCCC(N2CCN(c3cccc(C(F)(F)F)c3)CC2)C1 (centres undefined)	-3%
COCc1cc(C)nc(N/N=C/c2ccc(-c3cc(C(=O)O)ccc3Cl)o2)c1C#N	-2%
Cc1sc2c(c1C)C(=O)NC(c1cccc(O)c1)N2 (centres undefined)	7%
N#Cc1cc([N+](=O)[O-])ccc1NC(=O)COC(=O)C12CC3CC(CC(C3)C1)C2	-2%
Cc1ccc(CN2CCc3c(OCC(=O)Nc4cc(C)ccc4C)cccc3C2=O)cc1	-1%
Cc1ccc(OC(=O)c2cccc(C(=O)Oc3ccc(C)cn3)n2)nc1	0%
CCOc1cc(/C=C2\C(=O)N(c3cccc(C(=O)O)c3)N=C2C(F)(F)F)ccc1OCC(=O)Nc1ccccc1OC	0%
c1ccc(CCNc2ccccc2)cc1	-1%
NC1=CC(=O)c2cccc3cccc1c23	-2%
COC(=O)CCC(=O)OC1(C)C(=O)C2=CN(CCCCO)C(c3ccc(OC)cc3)=CC2=C(Br)C1=O (centres undefined)	-4%
C=CCOC(=O)C1=C(C)Nc2[nH]c(=O)[nH]c(=O)c2C1c1cccc(OC)c1 (centres undefined)	2%
CCN(CC)CCCN1C(=O)C(O)=C(C(=O)c2sc(C)nc2C)C1c1ccc(C)o1 (centres undefined)	0%
NC(=O)CC[C@@H]1NC(=O)[C@H](Cc2ccccc2)NC(=O)[C@H](Cc2ccc(O)cc2)NC(=O)[C@@H](N)CSSC[C@@H](C(=O)N2CCC[C@H]2C(=O)N[C@@H](CCCN=C(N)N)C(=O)NCC(N)=O)NC(=O)[C@H](CC(N)=O)NC1=O	1%
Cc1ccc(NC(=O)Cn2c(O)c(N=NC(=O)c3cc([N+](=O)[O-])ccc3O)c3ccccc32)cc1	-2%
Cc1ccc(Cl)cc1NC(=O)COC(=O)c1ccc(N2CCCC2)c([N+](=O)[O-])c1	2%
Cc1nn(C)c(C)c1S(=O)(=O)N(CC(=O)NCc1ccco1)c1ccc(C(C)C)cc1	-1%
Cn1c(=O)c2c(nc(CN3CCN(c4ccccc4)CC3)n2Cc2ccccc2F)n(C)c1=O	2%
Cc1cc2cc(C)c3nnc(SCC(=O)N4CCc5ccccc54)n3c2cc1C	0%
C=CCN1C(=O)/C(=C/c2ccc(N(C)C)cc2)S/C1=N\c1nnc(CC)s1	0%
COc1ccc(-c2cn3cccnc3n2)cc1NC(=O)C(C)C	0%
COC(=O)c1c(NC(=O)c2nc3ncccn3n2)sc(C(=O)N(C)C)c1C	1%
COc1nc(N=C(N)N)nc2ccc(C)cc12	1%
O=S(=O)(c1ccccc1)N1CCC(N2CCN(c3ccccc3)CC2)CC1	1%
Cc1cccc(NC(=O)C2C3C=CC(O3)C2C(=O)O)c1 (centres undefined)	0%
CC1=CCC(/C=N\Nc2nnc3c(n2)[nH]c2ccccc23)CC1 (centres undefined)	0%
CC(=O)N1C=Cc2c(c(C)c3c([nH]c4ccccc43)c2C)C1	-3%
Cn1c2ccccc2c2nnc(SCN3C(=O)c4ccccc4C3=O)nc21	-6%

7 entries out of the list above, sorted by the number in Mm-Cpn inhibitor, falling:
smiles	Mm-Cpn inhibitor
Cc1ccc(Cl)cc1NC(=O)COC(=O)c1ccc(N2CCCC2)c([N+](=O)[O-])c1	2%
COc1nc(N=C(N)N)nc2ccc(C)cc12	1%
Cc1cccc(NC(=O)C2C3C=CC(O3)C2C(=O)O)c1 (centres undefined)	0%
Cc1nn(C)c(C)c1S(=O)(=O)N(CC(=O)NCc1ccco1)c1ccc(C(C)C)cc1	-1%
Cc1ccc(NC(=O)Cn2c(O)c(N=NC(=O)c3cc([N+](=O)[O-])ccc3O)c3ccccc32)cc1	-2%
CC(=O)N1C=Cc2c(c(C)c3c([nH]c4ccccc43)c2C)C1	-3%
Cn1c2ccccc2c2nnc(SCN3C(=O)c4ccccc4C3=O)nc21	-6%

The results go on.
smiles	Mm-Cpn inhibitor
COC(=O)c1cc2c(s1)c1cnn(Cc3ccccc3F)c(=O)c1n2C	2%
CCOC(=O)c1cc(NC(=O)COC)ccc1O	6%
N#Cc1nc(-c2ccc(OCc3ccccc3)cc2)oc1NCCN1CCOCC1	-2%
C=CCN1C(=O)/C(=C2/Sc3ccc(OC)cc3N2C)SC1=Nc1ccc(OC)cc1	-4%
CC(C)c1ccc(C2C(C#N)=C(N)N3C(=C2C#N)Sc2ccccc23)cc1 (centres undefined)	?
COC(=O)[C@@H](NC(=O)O[C@@H]1C(=O)c2cc(Br)ccc2O[C@H]1c1cccc(OC)c1)C(C)C	1%
Cc1cc2c(c(=O)n1Cc1ccccc1)C1O[C@](CCCCN3C(=O)c4ccccc4C3=O)(Cc3ccccc31)O2	-16%[15.4 µM]
CCC(C)C(=O)Nc1cccc(SC)c1 (centres undefined)	4%
O=C(c1ccc(Cl)cc1[N+](=O)[O-])N(Cc1ccccc1)Cc1ccccc1	0%
COc1ccc(N=c2scc(-c3ccc(S(=O)(=O)N4CCOCC4)cc3)n2CCCO)cc1	-9%
CC(=O)N1CCOc2cc(S(=O)(=O)Nc3c(C)cccc3C(C)C)c(Cl)cc21	-3%
O=C(NCCCN1CCCC1=O)c1ccc2c(=O)n(-c3ccc(F)cc3)c(=S)[nH]c2c1	1%
COc1ccccc1N/C=C1/Sc2cc(Cl)ccc2NC1=O	0%
COC(=O)c1sc(NC(=S)NC(=O)c2ccc(F)cc2)nc1C	-4%
CC(=O)c1ccc(C(=O)Nc2sc3c(c2C(N)=O)CCN(Cc2ccccc2)C3)cc1	-5%
CCc1c(C)c(C#N)c2nc3ccccc3n2c1N1CCN(c2cc(C)ccn2)CC1	1%
CCCNC(=O)OC[C@H]1O[C@H](CCO/N=C/c2ccc(C(=O)N3[C@H](c4ccc(C)cc4)[C@@H](C)CC[C@H]3C(=O)OC)cc2)C=C[C@@H]1Oc1ccc(OC)cc1	0%
N#Cc1ccccc1NC(=O)C(=O)NCCc1csc(-c2ccc(F)cc2)n1	-10%
CSc1ccccc1NC(=O)CN1CCN(Cc2ccccc2)CC1	-1%
Clc1cccc(-c2nn3c(-c4cccc(Cl)c4)nnc3s2)c1	-4%
CC(=O)Nc1ccc(OCC(=O)Nc2ccc(Cl)c(S(=O)(=O)N3CCOCC3)c2)cc1	-1%
CC(C)(C)C(=O)Nc1ccnc(-c2cccnc2)n1	0%
Cc1ccc(C(=O)c2cn(Cc3ccc(Cl)cc3)c3nc(C)ccc3c2=O)cc1	-4%
COc1cc(NC(=O)Cn2cnc3sc(C)c(S(=O)(=O)N4CCN(C)CC4)c3c2=O)cc(OC)c1OC	1%
CC(C)C(C(=O)N1CCN(C(=O)OC(C)(C)C)CC1)n1cc(-c2cn([C@@H](C)C(=O)N3CCN(C(=O)OC(C)(C)C)CC3)nn2)nn1 (some centres undefined)	0%
O=C1N=C(N2CCOCC2)S/C1=C1\C(=O)N(Cc2ccccc2)c2ccc(Br)cc21	0%
CC(=O)c1ccc(NC(=O)c2cc3nc4c(c(C(F)(F)F)n3n2)CCCC4)cc1	-6%
C/C(=N\NC(=O)CNC(=O)C(c1ccccc1)c1ccccc1)c1ccc(C)cc1	1%
COc1ccc(C(c2c[nH]c3ccccc23)c2c[nH]c3ccccc23)cc1O	0%
Cc1ccc(OCC(=O)NNC(=S)NC(=O)C2CC2)c(C)c1	1%
COc1ccc(/C(O)=C2/C(=O)C(=O)N(c3ncccn3)C2c2ccc(C(C)(C)C)cc2)cc1 (centres undefined)	-1%
Cc1csc(SCC(=O)N(C)CC(=O)Nc2ccc(F)cc2)n1	0%
CCOC(=O)c1cnc2ccc(C(=O)OC)cc2c1NCc1ccco1	3%
COc1ccc(S(=O)(=O)NCc2ccccc2)cc1Br	1%
CCN(CC)S(=O)(=O)c1ccc2c(c1)c(=O)c(C(=O)NCc1ccc3c(c1)OCO3)cn2C	-2%
C/C(CCC(=O)OC[C@H]1O[C@H](C#Cc2ccccc2)C=C[C@@H]1Oc1ccc(C)cc1)=N\O[C@@H](C)CN1CCCCc2nc(C)c(C)cc21	-4%
COC(=O)c1ccc(S(=O)(=O)N(Cc2cc3cc4c(cc3[nH]c2=O)OCO4)C2CCCCC2)cc1	1%
C/C(CCN1CCc2nc(-c3ccccc3)c(-c3ccccc3)cc2C1)=N\O[C@H](C)c1cn([C@H](CO)Cc2ccccc2)nn1	-6%
Cc1ccc(S(=O)(=O)N2C(=O)/C(=C3\SC(=S)NC3=O)c3ccccc32)cc1	1%
CC(=O)Nc1ccc(C(=O)OCC(=O)NCc2ccc(Cl)cc2)cc1	-1%
CCOC(=O)c1sc(/N=C/c2c(C)[nH]n(-c3ccccc3)c2=O)c(C#N)c1C	-1%
CC(C)CNC(=O)c1c(N)n(/N=C/c2cccnc2)c2nc3ccccc3nc12	-1%
CCOC(=O)c1ccc(NC(=O)Nc2cc(C)cc(C)n2)cc1	2%
CCCn1c(=O)c2ccccc2n2c(SCC(=O)c3cc(C)n(CC4CCCO4)c3C)nnc12 (centres undefined)	2%
Cn1nc(-c2ccc(Cl)cc2)nc2c(=O)n(C)c(=O)nc1-2	-8%
CS(=O)(=O)C1=NSC2=NC(=O)/C(=C\c3ccc(-c4ccccc4)o3)C(=N)N21	1%
O=C(Nc1nnc(-c2ccccc2Cl)o1)c1cc2cc([N+](=O)[O-])ccc2s1	-1%
O=C(CCCn1c(=O)c2ccccc2n(Cc2cccc(F)c2)c1=O)NC1CCN(Cc2ccccc2)CC1	-2%
O=C(N/N=C/c1cccc(Oc2ccccc2)c1)c1ccccc1F	-2%
O=C(CNc1ccc2c(c1)OCO2)N/N=C\c1cn(Cc2ccc(F)cc2)c2ccccc12	0%
Cc1cc(C)n2nc(CCCCc3nc4nc(C)cc(C)n4n3)nc2n1	-2%
O=C(Nc1ccc(-n2ccc(C(F)(F)F)n2)cc1)Nc1cccc(Cl)c1	0%
Cc1cnc(-c2nnc(N(C)C(=O)c3ccccn3)s2)cn1	-2%
Cc1cc(C)nc(/N=C/c2c(O)n(C)c(=O)n(C)c2=O)n1	-1%
CO/N=C(/C(=O)N[C@@H]1C(=O)N2C(C(=O)O)=CCS[C@H]12)c1cnc(N)s1	-1%
CCOC(=O)CC1C(=O)NCCN1C(=O)c1cc2c(=O)n3ccccc3nc2s1 (centres undefined)	-6%
Cc1c(Nc2cc(N3CCOCC3)c3nonc3c2[N+](=O)[O-])c(=O)n(-c2ccccc2)n1C	-1%
Cc1cc(=O)c2cc3nc(-c4cccnc4)oc3c(Br)c2o1	-15%
Cc1[nH]c(=O)[nH]c(=O)c1/C=N\NC(=O)CCc1ccc(OC(C)C)cc1	2%
N#CC(C(=O)OC1CCCCC1)c1nc2ccccc2nc1N1CCCCC1 (centres undefined)	0%

Other results
smiles	Mm-Cpn inhibitor
CCOc1ccc(NC(=O)Nc2cc(C(C)C)ccc2C)cc1	-1%
Cc1ccccc1OCC(=O)NCC(=O)N/N=C/C=C/c1ccccc1	?
CCN1C(=NCCCCO)N[C@@H](c2ccccc2)C(C(=O)OC)=C1C	2%
CCC1=NNc2cccc3c(OC)ccc1c23	0%
CCCCn1c(SCc2cc(=O)n3ccsc3n2)nc2cc(C(=O)OC)ccc2c1=O	-27%
O=C1C(=O)N(CCN2CCOCC2)C(c2cccnc2)/C1=C(/O)c1ccccc1 (centres undefined)	-2%
Nc1ccccc1NC1=CC(=O)CC(c2ccccc2)C1 (centres undefined)	1%
CC1CCN(S(=O)(=O)c2ccc(S(=O)(=O)N3CCN4CCCC4C3)cc2)CC1 (centres undefined)	1%
Cn1c(=O)[nH]c(=O)c2c1nc(NC1CCCCC1)n2CC(=O)NC1CCCCC1	-1%
O=C(CSc1nc2[nH]ncc2c(=O)[nH]1)c1ccc(Cl)cc1	0%
CCNc1nc(NC(C)C)nc(ON=C(C)C)n1	-6%
O=[N+]([O-])c1ccc(/C=N/Nc2nc(N3CCOCC3)nc(N3CCOCC3)n2)cc1	?
CC(C)c1cccc(C(C)C)c1NC(=O)c1ccc(OCC(=O)NCc2ccccc2)cc1	3%
O=C(COc1cccc2c1CCN(Cc1ccccc1F)C2=O)N1CCOCC1	3%
Cc1cc(NC(=O)c2ccc(S(=O)(=O)N3CCOCC3)cc2)nc2c1c(=O)oc1ccccc12	-6%
Cc1ccc(S(=O)(=O)NCCc2nnc3ccc(SCC(=O)Nc4nc5ccccc5s4)nn23)cc1	-6%
Cc1cc(C)c(S(=O)(=O)N2CCN(c3nc4c(c(=O)n(C)c(=O)n4C)n3C)CC2)c(C)c1	0%
COc1ccc(F)cc1CN1CCN(c2cc(C)nc3c4c(C)cc(C)nc4nn23)CC1	-5%
CCOC(=O)c1cnc(-n2nc(C)cc2C)nc1NNc1cc(-c2ccccc2)nc(C)n1	1%
Cc1ccc(Oc2ccc(OCC(=O)Nc3ccncc3)cc2)cc1	-1%

A portion of the library. The share of hits here may be higher or lower than overall.
